# NCI-60 one-dose screen, 48 h, at 10 µM unless noted. Numbers give growth in % (100 = growth as untreated, 0 = no growth, -100 = all killed).
# HT29 – HT29 colon cancer; 81,000 tested, 7.4% active; AID 1794748
# SF-268 – SF-268 CNS cancer cells. 82,000 tested, 3.1% active
# SF-295 – SF-295 CNS cancer cells | AID 1794758 | 79,000 tested, 5.6% active
# SF-539 – SF-539 CNS cancer; 81,000 tested, 6.8% active; AID 1794752
# SW-620 – SW-620 colon cancer. 82,000 tested, 5.2% active. AID 1794795
# KM12 – KM12 colon cancer cells. 82,000 tested, 5% active. AID 1794800
# SNB-75 – SNB-75 CNS cancer | 79,000 tested, 5% active
# HCC-2998 – HCC-2998 colon cancer; 79,000 tested, 4.7% active; AID 1794799
# SNB-19 – SNB-19 CNS cancer cells; AID 1794751; 81,000 tested, 2.5% active
# * hit, by the source's call; · = no result given; & = joins results of further samples; ! = a repeat was not active. How the source made its calls: active means growth percent below 10; inactive means the rest.
SMILES,HT29,SF-268,SF-295,SF-539,SW-620,KM12,SNB-75,HCC-2998,SNB-19
CCOC(=O)CC[C@H](NC(=O)c1ccc(NC(=O)Cn2cnc3c(c(C)nn3-c3ccc(F)cc3)c2=O)cc1)C(=O)OCC,100,100,95,98,·,105,73,102,93
O=C(/C=C/c1ccc(F)cc1)c1ccc(Nc2nc(NCCO)nc(Nc3ccc(Cl)cc3)n2)cc1,22,72,91,74,46,26,81,30,93
O=C1NC(=O)C(c2ccccc2)=C1Nc1ccc(C(=O)Nc2ccccc2)cc1,75,85,101,97,103,91,77,108,96
Clc1ccc(-c2nnc(-c3ccco3)o2)cc1,105,101,112,106,99,106,89,94,91
O=C(CSc1nnc2sc(Nc3ccc(C(F)(F)F)cc3)nn12)c1ccc(F)cc1,98,101,95,101,98,92,94,108,99
CC(=O)c1sc2c(c1C)c(=O)nc1c(C#N)n[nH]n12,97,99,103,99,101,103,96,102,104
CC(=O)[C@@]1(O)CC[C@H]2[C@@H]3C[C@H](C)C4=CC(=O)CC[C@]4(C)[C@H]3CC[C@@]21C,97,94,105,94,106,101,94,111,98
COc1cc(OC)c(C(=O)/C=C/c2cccc(C#N)c2)c(OC)c1,8.6*,14,1.7*,-7.4*,6.6*,6.4*,17,14,15
CC(C)N(C)C1=CC(=O)C(N(C)C(C)C)=CC1=O,114,110,88,104,·,110,91,·,99
IC(I)I,115,96,114,118,102,104,91,98,106

# Reprinted at random: six compounds from above, in no set order.
SMILES,HT29,SF-268,SF-295,SF-539,SW-620,KM12,SNB-75,HCC-2998,SNB-19
CC(C)N(C)C1=CC(=O)C(N(C)C(C)C)=CC1=O,114,110,88,104,·,110,91,·,99
CC(=O)[C@@]1(O)CC[C@H]2[C@@H]3C[C@H](C)C4=CC(=O)CC[C@]4(C)[C@H]3CC[C@@]21C,97,94,105,94,106,101,94,111,98
COc1cc(OC)c(C(=O)/C=C/c2cccc(C#N)c2)c(OC)c1,8.6*,14,1.7*,-7.4*,6.6*,6.4*,17,14,15
O=C(CSc1nnc2sc(Nc3ccc(C(F)(F)F)cc3)nn12)c1ccc(F)cc1,98,101,95,101,98,92,94,108,99
O=C(/C=C/c1ccc(F)cc1)c1ccc(Nc2nc(NCCO)nc(Nc3ccc(Cl)cc3)n2)cc1,22,72,91,74,46,26,81,30,93
CC(=O)c1sc2c(c1C)c(=O)nc1c(C#N)n[nH]n12,97,99,103,99,101,103,96,102,104

# Remaining list, next part.
SMILES,HT29,SF-268,SF-295,SF-539,SW-620,KM12,SNB-75,HCC-2998,SNB-19
COc1ccc2[nH]c(O)c(N=Nc3nc(-c4cc5ccccc5oc4=O)cs3)c2c1,116,81,98,91,105,107,104,110,86
CC1=C(Cl)C(=O)c2cc(C)ccc2C1=O,103,88,108,116,105,102,89,104,106
CCN(CC)C(=O)c1nnn(-c2ccc(N)cc2)c1C,93,96,97,97,102,103,92,99,104
Brc1ccc(/C=N\N=c2\scc(-c3ccc(Br)cc3)n2/N=C/c2ccc(Br)cc2)cc1,107,109,99,105,99,103,98,102,94
CCN(CC)CCN1C(=O)c2ccccc2S1(=O)=O,98,117,93,111,101,106,104,107,123
COc1ccc2c(c1)/C(=C/c1cc(-c3ccc(OC)c(OC)c3)n[nH]1)C(=O)N2,58,99,94,81,88,15,75,96,69
NNC(=O)c1cc(-c2ccc(Cl)cc2)n(-c2ccc(S(N)(=O)=O)cc2)n1,100,98,99,101,90,104,66,96,94
COc1ccc2nc(NS(=O)(=O)c3ccc(N=Cc4ccccc4O)cc3)sc2c1,77,106,102,102,106,106,87,100,116
O=C(O)c1ccccc1-c1c2cc([N+](=O)[O-])c(=O)c(Br)c-2oc2c(Br)c(O)c([N+](=O)[O-])cc12,113,108,100,121,108,106,84,101,104
CN(C)CC/C=C1/c2ccccc2COc2ccccc21,106&67,107&99,93&101,97&86,98&102,109,89&62,98&93,108&99
O=C(Nc1ccccc1Cl)c1ccccc1,90,102,95,109,99,98,93,86,106
CCOC(=O)c1cc(C(=O)c2cc(OC)cc(OC)c2)n2cnc(-c3ccc(Cl)cc3)cc12,101,94,112,101,93,94,88,117,99
Cc1cc(O)cc(C)c1Cl,110&97,109&104,90&105,94&109,114&109,114&105,97&104,105&105,100&105
CN1CCN(c2c(F)cc(NC3=C(Cl)C(=O)c4ncccc4C3=O)cc2F)CC1,104,93,117,98,-68*,105,88,108,101
C[C@@H]1C(=O)N(C[C@@H](Cc2ccccc2)NC(=O)OCc2ccccc2)[C@]1(Cc1ccccc1)C(=O)OCc1ccccc1,51,57,21,60,41,26,61,73,44
CC(C)NS(=O)(=O)c1ccccc1,103,93,120,91,102,102,93,114,105
C#CCn1cc(/C=N/Nc2nc(-c3ccc(Cl)c(Cl)c3)cs2)c2ccccc21,103,105,101,99,88,98,82,113,102
O=c1oc2ccc(I)cc2c(=O)n1-c1ccc(Br)cc1F,50,9.6*,-58*,4.4*,9.0*,-4.6*,-19*,16,18
COc1cc(C)c(C(=O)Oc2cc(C)c(C(=O)O)c(O)c2)c(O)c1,111,99,100,96,99,104,87,107,102
[O-][N+](=Nc1ccc(Sc2ccccc2)cc1)c1ccc(Sc2ccccc2)cc1,95,100,81,98,98,96,99,88,99

# Some of the entries above, reformatted:
Compound | HT29 | SF-268 | SF-295 | SF-539 | SW-620 | KM12 | SNB-75 | HCC-2998 | SNB-19
O=C(Nc1ccccc1Cl)c1ccccc1 | 90 | 102 | 95 | 109 | 99 | 98 | 93 | 86 | 106
CCOC(=O)c1cc(C(=O)c2cc(OC)cc(OC)c2)n2cnc(-c3ccc(Cl)cc3)cc12 | 101 | 94 | 112 | 101 | 93 | 94 | 88 | 117 | 99
Cc1cc(O)cc(C)c1Cl | 110&97 | 109&104 | 90&105 | 94&109 | 114&109 | 114&105 | 97&104 | 105&105 | 100&105
CN1CCN(c2c(F)cc(NC3=C(Cl)C(=O)c4ncccc4C3=O)cc2F)CC1 | 104 | 93 | 117 | 98 | -68* | 105 | 88 | 108 | 101
C[C@@H]1C(=O)N(C[C@@H](Cc2ccccc2)NC(=O)OCc2ccccc2)[C@]1(Cc1ccccc1)C(=O)OCc1ccccc1 | 51 | 57 | 21 | 60 | 41 | 26 | 61 | 73 | 44

# (further entries)
SMILES,HT29,SF-268,SF-295,SF-539,SW-620,KM12,SNB-75,HCC-2998,SNB-19
CCCCC(O)Cn1ncc(C(=O)OCC)c1NC(=O)NCc1ccc(C(F)(F)F)cc1 (configuration not stated),92,77,62,90,96,84,77,106,81
CSc1nc(Cl)cc(Sc2nc(N)nc3nc[nH]c23)n1,108,88,100,95,113,101,84,106,100
NS(=O)(=O)c1ccc(Nc2nc(NNC(=O)CN3CCOCC3)nc(Nc3ccccc3)n2)cc1,111,98,98,97,100,103,92,107,99
Cc1ccc(S(=O)(=O)N(C)c2ccccc2C(N)=O)cc1,100,117,104,99,103,110,112,117,107
CN(Cc1ccccc1)/C(N)=N/N,107,103,93,104,106,109,105,100,118
CCN1CCN(Cc2ccc(C(=O)Nc3cccc(-c4cn(-c5ccc6oc(=O)ccc6c5)nn4)c3)cc2C(F)(F)F)CC1,-100*,-32*,-100*,-100*,-100*,-100*,-33*,-100*,-100*
CCSc1cc(Cl)nc(N)n1,105,107,109,92,104,108,107,95,98
CC(C)(C)C(=O)Nc1cc(NC(=O)C(C)(C)C)cc(C(=O)Nc2ccccc2)c1,100,103,88,104,105,103,79,103,109
CCCCNC(C(=O)c1ccccc1)c1ccc(OC)cc1 (configuration not stated),86,97,87,103,97,102,89,102,96
CCOC(=O)c1cn(CCN(C)C)c2nc(NCc3ccc(OC)c(OC)c3)nn2c1=O,99,97,98,103,103,101,87,98,101
O=C(NS(=O)(=O)c1ccc(Cl)cc1)n1ccc2cc(Br)cnc21,99,109,107,95,111,114,·,·,107
Fc1ccc(-c2nc3ccc(F)cc3s2)cc1,65,104,96,100,96,99,89,90,98
O=C(O)CCCN1C(=O)/C(=C/C(Cl)=C/c2ccccc2)SC1=S,7.5*,56,50,10,7.3*,14,36,5.8*,37
CCN(CC)CCNC(=O)COc1ccc(OC)cc1,106,108,102,106,104,109,99,103,103
C[n+]1ccc(CCSc2ccccc2)cc1,100,100,104,100,98,84,101,104,98
O=C1/C(=C/c2ccccc2O)COc2ccc(-c3ccccc3)cc21,124,97,112,102,105,105,103,103,95
COc1ccc(C=Nc2ccc(/C=C\C(=O)O)cc2)cc1,105,109,94,97,99,104,85,104,96
COc1ccc(/C=N/N=C(/C)c2nnn(-c3ccc(Cl)cc3)c2C)cc1,104,94,97,96,99,104,140,106,96
O=C1c2cccc3cccc(c23)C(=O)N1N1C(=O)c2cccc3c(N4CCCCC4)ccc(c23)C1=O,100,98,106,96,97,99,99,109,99
CC1(c2ccc3ccccc3c2)CCC(=O)O1 (configuration not stated),97,100,107,96,108,106,100,109,106

# Individual results from the results shown:
# Result for CCN(CC)CCNC(=O)COc1ccc(OC)cc1 under KM12: 109
# Result for CC1(c2ccc3ccccc3c2)CCC(=O)O1 (configuration not stated) under HCC-2998: 109
# Result for COc1ccc(C=Nc2ccc(/C=C\C(=O)O)cc2)cc1 under SW-620: 99
# Result for O=C(NS(=O)(=O)c1ccc(Cl)cc1)n1ccc2cc(Br)cnc21 under SF-539: 95
# Result for O=C1c2cccc3cccc(c23)C(=O)N1N1C(=O)c2cccc3c(N4CCCCC4)ccc(c23)C1=O under SF-539: 96
# Result for O=C(O)CCCN1C(=O)/C(=C/C(Cl)=C/c2ccccc2)SC1=S under SF-268: 56
# Result for Fc1ccc(-c2nc3ccc(F)cc3s2)cc1 under SF-295: 96

# Other entries follow:
SMILES,HT29,SF-268,SF-295,SF-539,SW-620,KM12,SNB-75,HCC-2998,SNB-19
N#Cc1c(-c2ccc(Cl)cc2)nc(SCC(=O)c2ccc(Br)cc2)[nH]c1=O,109,106,97,109,101,107,98,106,114
COc1cc2cc(NCc3ccncc3)nc(C)c2cc1OC,92,82,71,89,107,109,97,106,94
CNC(=O)c1cc(-n2ccc3cc(NS(=O)(=O)c4cc(C(F)(F)F)cc(C(F)(F)F)c4)ccc32)ccn1,111,101,93,110,103,100,100,118,96
CCCCCC(O)C1C(=O)OC(C)C(O)/C=C/C=C/C=C/C=C\C=C(\C)C(O)CC(O)CC(O)CC(O)CC(O)CC(O)CC1O (configuration not stated),115&97,111&103,110&101,99&99,100,103&113,92&36,106&110,104&101
Nc1ccc(OC(=O)Oc2ccc(N)cc2)cc1,93,97,105,91,98,95,84,108,102
O=C(Nc1ccc(Br)cc1F)c1cc(F)ccc1O,18,13,-58*,4.7*,10,0.6*,-17*,18,19
COc1cc(/C=C/C(=O)c2ccc(F)cc2)ccc1OCCCCOc1ccc(/C=C/C(=O)c2c(C)nc3ccccc3c2C)cc1OC,100,127,99,138,102,111,97,100,110
O=C(Cn1cc[n+](CC(=O)c2ccc([N+](=O)[O-])cc2)c1)Nc1cccc2cccnc12,93,89,103,91,96,100,58,102,84
O=C(OCCO)c1ccccc1O,146,121,110,93,128,128,167,97,108
CC(O)c1cc2ccccc2c(=O)o1 (configuration not stated),105,98,98,95,99,106,110,100,100
O=C1CCC(Sc2ccccc2)N1 (configuration not stated),111,97,98,104,104,106,90,110,100
c1ccc(N(CSc2nc3ccccc3s2)c2ccccc2)cc1,95,·,105,94,104,106,77,93,92
COc1ccc(/C(C)=N/Nc2ccc([N+](=O)[O-])cc2[N+](=O)[O-])cc1,96,99,105,106,93,109,90,105,106
O=S(CCc1ccccc1)Nc1ccccc1 (configuration not stated),99,103,110,99,85,107,85,102,98
CN(C)CCCNc1nn2c(=O)c3ccccc3nc2c2ccccc12,33,61,48,41,58,66,51,71,70
Cc1ccc(Nc2nc(NN)nc(N(c3ccccc3)c3ccccc3)n2)cc1,90,66,73,88,72,64,86,87,73
Cc1ccc(-n2c(=S)[nH]c3sc4c(c3c2=O)CCC(=O)C4)cc1,56,48,48,12,18,42,28,81,31
CC[C@@]1(O)C(=O)OCc2c1cc1n(c2=O)Cc2cc3c(CN(C)C)c(O)ccc3nc2-1,-23*,6.0*!,-15*,-43*,7.3*,-42*,-63*,-26*,11&16
O=C(N/N=C/c1cccc(C(F)(F)F)c1)c1cc(-c2nc3ccccc3[nH]2)nc2ccccc12,92,92,92,98,100,99,86,105,95
O=C(Nc1ccc2c(O)cc(S(=O)(=O)O)cc2c1)c1ccc([N+](=O)[O-])cc1,95,94,98,97,100,97,100,108,96
CN(CCC(=O)/C(=C\c1ccccc1)c1ccc(Cl)cc1)Cc1ccccc1,9.6*,5.3*,26,-8.3*,4.4*,67,60,105,23
C=CC(=O)OCCCCCCC,95,108,102,100,107,103,92,89,109
CCOC(=O)c1cn2c3c(c(C)cc(C)c3c1=O)C(=O)/C(=C/c1ccccc1)C2,90,90,103,105,98,106,·,102,90

# Random draw from the library; about 11% have a hit in one of these screens.
